Source: PubChem BioAssay
Tat export inh = inhibitors of E. coli Tat protein transport | hit rate 0.036% among 340,000 | inhibition, % at 10 µM | AID 488895 | E. coli MC4100 TorA-mCherry Tat export, fluorescence;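 active = mean replicate inhibition at least 50% and at least half of replicates individually reaching 50%; inconclusive = only one of the two criteria met; inactive = neither criterion met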;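 note: exported cargo escapes ClpAP degradation while cytoplasmic cargo is degraded and loses fluorescence; 0% = median of neutral control wells and 100% = median of NaSCN control wells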
SR-BI uptake up = activators of SR-BI mediated HDL lipid uptake. CHO ldlA[mSR-BI] cells, DiI-HDL uptake fluorescence, 3 h; 100 = double the neutral-control signal. activation, % at 12.5 µM. hit rate 0.096% among 320,000;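 active = mean replicate activation of at least 60% and every replicate at or above 60%; inconclusive = mean or all-replicate condition met, but not both; inactive = mean below 60% and not all replicates reaching 60%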;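 note: 0% = median plate neutral-control signal and 100% = twice that signal; values of inactives mirror those of a sister screen read the other way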
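Material: SR-BI-overexpressing, LDLR-lacking CHO cells; schedule: compound exposure 3 h, 37 °C; reagent: DiI-labelled HDL at 10 µg/mL final; technique: bottom-read fluorescence, 550/595 nm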
Ecoli viability = bacterial growth inhibition, counter-screen for AddAB inhibitors. E. coli V3065 growth, OD600 absorbance, 18 h. inhibition, % at 11.9 µM. hit rate 0.27% among 330,000;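 active = inhibition above the campaign's mean inhibition across all tested compounds plus 3 SD, cut at about 9.9% in these data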;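 note: uninfected addAB+ strain grown without phage in ampicillin broth; 0% = DMSO wells and 100% = ciprofloxacin 0.95 µg/ml wells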
SR-BI HDL uptake = blocks mouse SR-BI lipid uptake from DiI-HDL; AID 488896; ldlA[mSR-BI] CHO cells, DiI-HDL uptake fluorescence, 3 h; hit rate 0.96% among 320,000; inhibition, % at 12.5 µM;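 active = mean replicate inhibition of at least 70% and a set share of replicates each scoring 70 or more; inconclusive = meets just one of the two criteria; inactive = fails both criteria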;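 note: 0% = median of neutral control wells and 100% = median of positive control wells; values of inactives mirror those of a sister screen read the other way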
Target sequence (Q61009 whole entry, looked up): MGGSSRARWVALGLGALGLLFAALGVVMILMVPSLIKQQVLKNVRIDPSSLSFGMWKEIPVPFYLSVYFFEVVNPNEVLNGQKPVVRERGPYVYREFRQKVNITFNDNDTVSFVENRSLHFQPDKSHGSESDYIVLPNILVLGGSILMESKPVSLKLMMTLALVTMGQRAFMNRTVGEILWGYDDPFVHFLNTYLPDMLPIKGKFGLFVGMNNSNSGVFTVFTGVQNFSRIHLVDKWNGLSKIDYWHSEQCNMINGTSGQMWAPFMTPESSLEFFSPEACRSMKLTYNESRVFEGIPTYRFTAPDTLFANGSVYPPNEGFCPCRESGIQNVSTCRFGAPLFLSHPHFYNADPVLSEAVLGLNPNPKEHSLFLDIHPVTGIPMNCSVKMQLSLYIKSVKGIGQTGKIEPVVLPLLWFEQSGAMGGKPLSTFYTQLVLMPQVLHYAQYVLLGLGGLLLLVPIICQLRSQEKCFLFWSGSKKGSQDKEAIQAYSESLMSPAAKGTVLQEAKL
CAL PDZ FP-1 = blocks peptide binding to human CAL PDZ domain; Q9HD26; purified CAL PDZ, TMR-peptide fluorescence polarization, 1 h; inhibition, % at 20 µM; hit rate 0.02% among 330,000; AID 504414;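 active = highest replicate inhibition of at least 40%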;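 note: plate controls were DMSO neutral control wells for no effect and unlabeled competitor peptide control wells for full effect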
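Read-out basis: mP drop reported as inhibition | Assay system: Tagged CAL PDZ protein CerCALP, purified | Benchmarks: Unlabelled peptide for full inhibition, DMSO wells as neutral | Schedule: 1 h incubation at room temperature before polarization reading | Buffer or medium: Sodium phosphate/NaCl buffer pH 7.4 with TCEP, IgG, Thesit | Doses: Single point, 20 µM | Measured by: Fluorescence polarization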
phage Ecoli inh = E. coli growth loss with phage present; growth absorbance; inhibition, % at 11.9 µM; hit rate 0.26% among 360,000; AID 651602; in the data active = inhibition above about 11%
AddAB inh = less growth of phage-infected E. coli with AddAB; E. coli expressing H. pylori AddAB, absorbance growth; hit rate 0.29% among 330,000; inhibition, % at 11.9 µM; in the data active = inhibition above about 12%;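 note: 0% = vehicle wells of infected cells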
Wnt bcat act = activates Wnt/beta-catenin signaling in a reporter cell assay; activator, plate reader; activation, % at 9.35 µM; hit rate 1.2% among 300,000; AID 743398; in the data active = activation above about 30%, passing the limit was not always enough; inconclusive = no clear call, values can overlap the other calls;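 note: 0% = neutral control wells and 100% = positive control wells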
CAL PDZ FP-2 = blocks peptide binding to the human CAL PDZ domain | AID 602252 | inhibition, % at 24.9 µM | hit rate 0.92% among 300,000 | purified CAL PDZ, TMR-peptide fluorescence polarization, 1 h;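 active = mean inhibition of at least 30% with at least half of replicates also reaching 30%; inconclusive = no clear call, values can overlap the other calls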;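 note: 0% = DMSO neutral control and 100% = excess unlabeled competitor peptide PRC23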
MITF TRPM1 HTS = increases MITF-driven TRPM1 promoter luciferase signal. AID 588334. hit rate 0.75% among 300,000. activation, % at 12.5 µM. SK-MEL-5 TRPM1-promoter luciferase, 24 h; % of positive control, neutral wells = 0;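 active = mean activation of at least 80% with every replicate also reaching 80%; inconclusive = mean reaches 80% but some replicate falls short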;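 note: 0% = neutral control wells and 100% = parthenolide positive control wells; values of inactives mirror those of a sister screen read the other way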
An asterisk follows results filed as active; ? = inconclusive; · = not tested or not shown.

SMILES	Tat export inh	SR-BI uptake up	Ecoli viability	SR-BI HDL uptake	CAL PDZ FP-1	phage Ecoli inh	AddAB inh	Wnt bcat act	CAL PDZ FP-2	MITF TRPM1 HTS
COc1ccc(C2=CCCC2)c(OC)c1	4	0	·	0	-1.4	0.1	·	1	-9	7
CCc1sc(C(=O)Nc2ccsc2C(=O)OC)cc1Br	7	-7	0.2	7	-1.9	0.7	1.4	·	·	-5
CC(=O)C1=C(c2ccccc2)N(C(C)=O)n2c(C)nnc2S1	-4	12	0.0	-12	-0.6	3.1	2.5	28	-1	15
CC(=O)Nc1ccc(S(=O)(=O)Nc2cc([N+](=O)[O-])ccc2C)cc1	-13	9	0.8	-9	-2.5	2.2	3.6	0	-3	3
O=C(NC1CCN(C(=O)N2c3ccccc3Sc3ccccc32)CC1)c1ccco1	9	-58	1.2	58	-3.2	2.3	3.0	·	1	·
N#Cc1ccccc1NC(=O)COC(=O)c1ccc(F)cc1F	1	0	2.3	0	-1.3	-1.0	2.5	0	-8	-6
CC(C)[C@H](NC(=O)c1ccccc1)C(=O)OCC(=O)Nc1ccc(Cl)cc1C(F)(F)F	0	-26	0.6	26	-0.2	4.4	2.6	-1	-1	2
Cc1c(NC(=O)Oc2ccccc2)sc(=S)n1C	-21	-6	-1.7	6	-2.1	1.9	1.3	-1	-2	-6
O=C(/C=C/c1ccc(Cl)cc1)NC1CC2CCC1C2 (centres undefined)	2	-19	0.9	19	0.1	5.0	4.0	4	-3	60
CCc1ccccc1NC(=O)C1=CN2CCS(=O)(=O)N=C2C=C1	-3	18	·	-18	1.2	3.3	·	0	-3	-8
Cc1ccc(C)c(NC(=O)C2CC(=O)N(C(C)C)C2)c1 (centres undefined)	4	26	-2.5	-26	0.0	2.3	1.2	-3	2	·
Cc1ccc(NC(=O)CSc2nc(-c3ccco3)nc3cc(=O)[nH]n23)c(Cl)c1	5	19	-0.1	-19	-1.9	3.7	4.2	1	3	9
CCN(CC)S(=O)(=O)c1cc(NC(=O)COC(=O)C2CCC2)ccc1C	4	7	1.2	-7	-0.8	1.2	4.0	-3	·	-1
Cc1ccc(CNC(=O)c2nccnc2C(=O)O)cc1	23	?	-1.0	-105	-1.2	0.3	0.5	0	-5	3
C/C(=N\Nc1ccc(S(=O)(=O)N2CCCCC2)cn1)c1cccc(Br)c1	-7	-17	0.1	17	-3.3	1.7	1.6	-1	·	7
COc1cc(CN2CCC(C(=O)NCCC(C)C)CC2)ccc1OCc1ccccc1	-4	-2	-2.0	2	-2.1	1.4	1.1	7	-4	·
COc1ccc(NC(=O)c2cc(S(=O)(=O)N3CCOCC3)cn2C)cc1Cl	4	-41	0.1	41	-1.1	2.4	1.3	-2	·	0
CCc1ccc(-c2csc(NC(=O)C3CC(=O)N(c4ccc5c(c4)OCCO5)C3)n2)cc1 (centres undefined)	2	-39	-0.4	39	-0.5	-0.9	3.0	-6	-3	-2
CC1(c2ccccc2)NC(=O)N(CC(=O)Nc2nnc(C3CC3)s2)C1=O (centres undefined)	-1	16	0.1	-16	-2.7	1.4	5.1	-2	-1	-7
CCc1nc(N2CCN(C(=O)c3ccccc3)CC2)c2c3c(sc2n1)CCCC3	19	-53	0.7	53	-3.2	1.0	-0.6	-1	-1	-3
Cc1noc(NC(=O)c2c(-c3c(Cl)cccc3Cl)noc2C)c1[N+](=O)[O-]	·	·	1.5	·	·	3.1	4.0	0	·	·
C/C(=N/NC(=O)c1ccoc1C)c1ccc(NC(=O)C2CCCC2)cc1	-8	4	-0.3	-4	-0.2	2.2	1.6	0	-2	10
Cc1ccccc1NC(=O)Cc1nnc(SCC(=O)NC2CCCC2)n1C	3	·	-0.4	·	-0.6	-1.1	3.7	1	0	-3
O=C(O)c1ccc(NCCc2ccc(Cl)cc2)c([N+](=O)[O-])c1	6	3	0.9	-3	-2.9	1.7	5.0	-1	-1	3

3 entries already listed, arranged by the value under CAL PDZ FP-1, ascending.
| SMILES | CAL PDZ FP-1 |
| --- | --- |
| CCc1nc(N2CCN(C(=O)c3ccccc3)CC2)c2c3c(sc2n1)CCCC3 | -3.2 |
| COc1cc(CN2CCC(C(=O)NCCC(C)C)CC2)ccc1OCc1ccccc1 | -2.1 |
| CCN(CC)S(=O)(=O)c1cc(NC(=O)COC(=O)C2CCC2)ccc1C | -0.8 |

(list continues)
SMILES	Tat export inh	SR-BI uptake up	Ecoli viability	SR-BI HDL uptake	CAL PDZ FP-1	phage Ecoli inh	AddAB inh	Wnt bcat act	CAL PDZ FP-2	MITF TRPM1 HTS
CCn1c2ccc(CC(=O)O)cc2c2cc(CC(=O)O)ccc21	-9	2	-2.8	-2	·	1.6	-1.9	·	-5	5
COc1ccc(C(=O)Nc2ccc(/C(C)=N/NC(=O)c3ccccc3O)cc2)cc1OC	-10	-22	2.1	22	0.0	4.5	1.0	-1	-2	16
C#Cc1ccc(CN2CCCC(C(=O)Nc3ccccc3Oc3cccnc3)C2)cc1 (centres undefined)	15	-10	-0.4	10	-3.1	2.2	1.0	-2	-1	-17
Cc1ccc(N(CC(=O)NC2CCCC2)C(=O)c2c(C)noc2C)cc1C	-7	9	-0.1	-9	·	-1.1	1.7	0	2	·
Cc1ccc(Nc2nc(N)nc(CSC(=S)N3CCN(c4ccccc4)CC3)n2)cc1	13	-1	1.2	1	0.5	2.3	-0.7	·	·	-7
CCOc1ccc2[nH]c(SCC(=O)OC)c([N+](=O)[O-])c2c1	2	23	0.9	-23	-1.5	0.5	2.0	-1	1	0
COc1cccc(Nc2cc(C)c3ccccc3n2)c1	-13	-69	2.1	69	0.1	1.5	-0.2	13	-1	61
Cc1ccc(C2=NN(CC(=O)NCCN(C)C)C(=O)CC2)cc1	2	-10	-1.1	10	-0.9	1.3	-0.2	0	-2	-2
CNC(=O)/C(C#N)=C\c1ccc(CNS(=O)(=O)c2ccc(Cl)cc2)o1	-5	-3	1.6	3	0.0	1.9	4.1	0	1	-4
CN(c1ccc(F)cc1)S(=O)(=O)c1ccc(Cl)c(C(=O)OCC(=O)NCc2ccco2)c1	1	4	-1.2	-4	0.0	3.9	-1.4	0	-2	2
O=c1c2ccccc2nc(SCc2cn3ccsc3n2)n1-c1ccc(F)cc1	2	-4	0.3	4	-2.0	1.4	-3.2	·	-3	-4
COC(=O)C1=C(C)N(Cc2ccc(OC)c(OC)c2)C(=O)C1	0	-1	-1.4	1	-0.4	1.0	2.1	·	-1	10
COc1ccc(OCc2nnc(SCC(=O)N(C)Cc3ccccc3)n2N)cc1	0	-9	-0.2	9	-3.2	2.2	0.7	-1	0	-9
O=C1c2ccccc2C(Nc2ccc3c(c2)OCCO3)N1c1ccc(Cl)cn1 (centres undefined)	-4	10	0.7	-10	-0.8	0.9	2.5	8	1	25
CC(=O)c1ccc(CCCCCCCCCC(=O)O)s1	-5	2	1.5	-2	-1.1	3.6	2.1	-1	-6	0
COc1ccccc1N1CCN(C(=O)C2CC2)CC1	·	·	0.2	·	·	0.2	2.8	5	·	·
O=c1cc(N2CCc3ccccc3C2)[nH]c(=O)n1-c1ccc(Br)cc1	-7	12	-0.5	-12	-1.5	4.4	2.3	-1	0	2
O=C(O)c1ccc(NC(=S)NC(=O)c2cccc(COc3ccccc3)c2)cc1	0	-27	-1.6	27	-2.6	1.1	-1.5	13	-9	17
N#CCCN1CCN(CCC#N)c2ccccc21	-8	-10	·	10	6.9	-3.5	·	-5	20	-3
CCOC(=O)c1c(NC(=S)Nc2ccc(C)cc2)sc2c1CCC2	6	-60	1.3	60	-1.0	2.2	2.8	·	-1	8
COc1cc(OC)c(CN2CCC(CO)(CCOc3ccccc3)CC2)c(OC)c1	-3	-18	-3.3	18	-0.4	1.9	1.2	·	5	3
COc1ccc(-c2nc(C(N)=O)c3[nH]c(=O)n(-c4cccc(Cl)c4)c3n2)cc1OC	-1	12	·	-12	-1.7	-1.7	·	·	-4	-5
O=C(O)c1ccc(CSc2nnc(-c3ccco3)o2)cc1	-4	9	0.2	-9	0.2	0.9	2.1	0	-3	-4
O=C1C=C(c2cccc3c2oc2ccccc23)C[C@@H](c2ccc(F)cc2)C1	-1	0	-1.1	0	1.7	0.0	1.0	-2	-3	2

Record cards, from the list above:
Results for O=C(O)c1ccc(NC(=S)NC(=O)c2cccc(COc3ccccc3)c2)cc1 : Tat export inh = 0; SR-BI uptake up = -27; Ecoli viability = -1.6; SR-BI HDL uptake = 27; CAL PDZ FP-1 = -2.6; phage Ecoli inh = 1.1; AddAB inh = -1.5; Wnt bcat act = 13; CAL PDZ FP-2 = -9; MITF TRPM1 HTS = 17
Results for N#CCCN1CCN(CCC#N)c2ccccc21 : Tat export inh = -8; SR-BI uptake up = -10; Ecoli viability = ·; SR-BI HDL uptake = 10; CAL PDZ FP-1 = 6.9; phage Ecoli inh = -3.5; AddAB inh = ·; Wnt bcat act = -5; CAL PDZ FP-2 = 20; MITF TRPM1 HTS = -3

Next part:
SMILES	Tat export inh	SR-BI uptake up	Ecoli viability	SR-BI HDL uptake	CAL PDZ FP-1	phage Ecoli inh	AddAB inh	Wnt bcat act	CAL PDZ FP-2	MITF TRPM1 HTS
Cc1ccc(S(=O)(=O)Nc2ccc(=O)n(Cc3ccc(Cl)c(Cl)c3)c2)cc1	9	21	-3.3	-21	-3.7	3.5	0.3	·	-3	·
O=C(CSc1nc(-c2ccccc2)cs1)NCc1ccco1	6	7	-2.0	-7	-1.5	-1.4	4.7	·	·	9
O=C(Nc1ccccc1)NC1CCN(Cc2nnnn2C2CCCCC2)CC1	-5	24	2.5	-24	-0.4	2.8	3.2	·	-2	·
CCC(C)NC(=O)COC(=O)c1oc2ccccc2c1CSc1ccc(Cl)cc1 (centres undefined)	-1	-25	0.6	25	-0.1	6.5	-1.1	-1	9	-9
COc1ccc(S(=O)(=O)N2CCN(CC(=O)Nc3cccc(OC)c3)CC2)cc1	-5	22	-0.5	-22	-0.7	2.0	3.9	-1	·	5
O=C(NCCc1ccc2c(c1)OCCO2)c1cc(F)cc(F)c1	-11	3	1.5	-3	-0.6	3.2	1.0	8	0	7
O=S(=O)(CCNCc1cccs1)c1ccc(Cl)cc1	1	-3	-2.8	3	-0.2	1.2	-0.1	0	·	·
S=C(Nc1ccccc1)Nc1ccc(Br)cc1	-2	·	1.3	·	-1.2	6.3	0.2	3	10	23
Cc1ccc(S(=O)(=O)N2CCOCC2)cc1C(=O)OCC(=O)NC1CCS(=O)(=O)C1 (centres undefined)	-4	8	-0.1	-8	0.1	4.0	2.2	-1	-5	-5
CN(c1ccc(OCC(=O)OCC(=O)Nc2ccccc2)cc1)S(=O)(=O)c1ccc(F)cc1	3	-3	-0.9	3	-4.3	1.7	-1.2	-3	2	3
Cn1c(=O)c2sccc2n2c(CCCC(=O)NCc3ccc4c(c3)OCO4)nnc12	-6	6	·	-6	-0.6	2.0	·	-7	-5	·
